# Source: PubChem BioAssay
# FLuc counter: qHTS profiling assay for firefly luciferase inhibitor/activator using purifed enzyme and Km concentrations of substrates (counterscreen for miR-21 project). Luciferin 4-monooxygenase (Photinus pyralis), P08659. Potency, µM (highest dose often 57.5 µM), inactives show top-dose activity change, negative = inhibition, hits mostly inhibitors. purified FLuc, Km substrates, luminescence inhibition. AID 588342, 2011. 6.9% of 360,000 active;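 note: plate controls were vehicle for no effect and reference inhibitor for full effect; nearly all actives have a fitted effect of over 55% in size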
#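 Biochemical qHTS of compounds, final roughly 60 µM downward over six points, against 10 nM purified firefly luciferase using Km concentrations of substrates (10 uM D-luciferin, 10 uM ATP) in Tris acetate pH 7.5 buffer; luminescence output.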
# NPC1 promoter act: qHTS Assay for NPC1 Promoter Activators; AID 485313, 2010; Huh7 NPC1 promoter luciferase reporter, 24 h; 2.4% of 320,000 active; Potency, µM (highest dose often 9.22 µM), for the others: at the highest dose activation, usual class: activators;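 note: % of control where 0% means no effect; nearly all actives have a fitted effect of over 60% in size; reporter is driven by a mutant NPC1 promoter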
#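 Luciferase expression driven by the NPC1 promoter was measured in stably transfected Huh7 cells after a 24 h compound incubation, using a luciferase reagent and a luminescence read.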
# Gal4-VP16 FLuc: VP16 counterscreen qHTS for inhibitors of ROR gamma transcriptional activity. AID 2546, 2010. Potency, µM (top dose mostly 53.6 µM), for the others: top-dose activity, negative = inhibition, usual class: inhibitors. Drosophila S2 Gal4-VP16 UAS-luciferase, luminescence, 20 h. 3.5% of 310,000 active;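 note: Gal4-VP16 expression switched on by copper sulfate through the metallothionein promoter; % is set by controls: 0 for no effect and ±100 for the full control effect; nearly all actives have a fitted effect of over 50% in size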
# ELG1 genotox: qHTS screen for small molecules that induce genotoxicity in human embryonic kidney (HEK293T) cells expressing luciferase-tagged ELG1; HEK293T ELG1-luciferase reporter, luminescence, 16 h; Potency, µM (series often up to 46 µM), inactives show at the top dose activity change, positive = activation, most hits filed as activators; 1.3% of 330,000 active; AID 504466, 2011; note: % of control where 0% means no effect; nearly all actives have a fitted effect of over 60% in size
#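 Genotoxicity was scored as increased ELG1-luciferase reporter signal, measured by ONE-Glo luminescence (30 min, room temperature). Compound or vehicle exposure of the HEK293T reporter cells lasted 16 hr at 37°C.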
# MBNL1-CUG inh: qHTS Assay for Inhibitors of MBNL1-poly(CUG) RNA binding | Muscleblind-like protein 1 (Homo sapiens), Q9NR56 | TR-FRET MBNL1-His/biotin-(CUG)12 binding, 665/545 ratio | Potency, µM (titrated, usually from 57.5 µM), for the others: at the top dose activity change, negative = inhibition, most hits filed as inhibitors | 0.036% of 280,000 active | AID 2675, 2010; active = well fitted inhibition curve with a large enough effect in the signal ratio, with a control signal flat, not every such curve was filed as active; inconclusive = small, poorly fitted or top-dose-only effect, or effect the other way, or a change in a side signal; inactive = no such curve, though single readings can be large or run the other way; the % refers to the signal ratio; note: % is set by controls: 0 for no effect and ±100 for the full control effect
# Target sequence (Q9NR56 whole entry, looked up): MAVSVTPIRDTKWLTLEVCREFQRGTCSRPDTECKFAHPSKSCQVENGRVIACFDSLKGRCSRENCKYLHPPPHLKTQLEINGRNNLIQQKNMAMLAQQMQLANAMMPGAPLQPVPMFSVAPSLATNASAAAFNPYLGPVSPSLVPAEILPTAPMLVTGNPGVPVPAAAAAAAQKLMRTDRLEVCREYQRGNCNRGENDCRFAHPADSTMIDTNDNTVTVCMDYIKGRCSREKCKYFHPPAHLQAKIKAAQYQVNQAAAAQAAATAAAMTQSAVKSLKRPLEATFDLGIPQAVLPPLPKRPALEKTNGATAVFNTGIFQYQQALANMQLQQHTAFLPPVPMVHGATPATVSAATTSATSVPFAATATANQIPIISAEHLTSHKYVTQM
#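 MBNL1-His + Biotin-(CUG)12, cpd titration 92 nM–58 uM; Tb anti-His Ab 0.055 ng/ul, SA-XL665 5 nM (final); 60 min RT; ratiometric 665/545 nm, Ex 340 nm; normalized to buffer and full-complex controls.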
# uPA surface inh: qHTS for Inhibitors of Cell Surface uPA Generation. AID 540303, 2011. cell surface uPA generation assay, qHTS. Potency, µM (titrated, usually from 38.3 µM), inactives show top-dose activity change, negative = inhibition, most hits filed as inhibitors. 0.31% of 330,000 active; active = well fitted inhibition curve with a large enough effect; inconclusive = small, poorly fitted or top-dose-only effect; inactive = no such curve, though single readings can be large or run the other way; tested in mouse RAW 264.7 cells; note: % is set by controls: 0 for no effect and ±100 for the full control effect; nearly all actives have a fitted effect of over 55% in size
# RORg inh: qHTS for inhibitors of ROR gamma transcriptional activity | Nuclear receptor ROR-gamma (Mus musculus), P51450 | Drosophila S2 Gal4-RORgamma UAS-luciferase reporter, 20 h | Potency, µM (top dose mostly 53.6 µM), without a hit: top-dose activity change, negative = inhibition, actives largely listed as inhibitors | 5.4% of 310,000 active | AID 2551, 2010; note: % is set by controls: 0 for no effect and ±100 for the full control effect; nearly all actives have a fitted effect of over 60% in size
# Target sequence (P51450 whole entry, looked up, the tested form may be a part): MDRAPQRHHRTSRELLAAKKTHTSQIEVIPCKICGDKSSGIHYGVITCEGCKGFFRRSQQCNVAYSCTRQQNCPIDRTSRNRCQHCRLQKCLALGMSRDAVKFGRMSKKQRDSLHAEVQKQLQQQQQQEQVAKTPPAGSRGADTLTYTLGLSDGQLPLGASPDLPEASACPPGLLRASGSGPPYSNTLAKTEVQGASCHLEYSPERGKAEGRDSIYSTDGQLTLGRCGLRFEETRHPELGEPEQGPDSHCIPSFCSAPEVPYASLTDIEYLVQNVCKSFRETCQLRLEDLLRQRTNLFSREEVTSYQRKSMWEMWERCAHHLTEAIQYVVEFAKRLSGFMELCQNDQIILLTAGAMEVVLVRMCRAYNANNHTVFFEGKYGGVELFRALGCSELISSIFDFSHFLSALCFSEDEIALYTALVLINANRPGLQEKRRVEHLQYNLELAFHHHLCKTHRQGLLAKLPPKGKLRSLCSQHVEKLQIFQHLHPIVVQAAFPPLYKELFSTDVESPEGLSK
#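 In this cell-based reporter format, copper sulfate (700 uM final) drives Gal4–ROR gamma fusion expression from a metallothionein promoter in Drosophila Schneider cells; compounds preincubated 1 hr, reporter read after 20 hr at ambient temperature.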
# Rab9 prom act: qHTS Assay for Rab9 Promoter Activators; Huh7 Rab9 promoter-luciferase reporter, luminescence, 24 h; Potency, µM (doses to about 9.22 µM), inactives show at the highest dose activation, negative = inhibition, most hits filed as activators; 2.8% of 320,000 active; AID 485297, 2010; note: % of control where 0% means no effect; nearly all actives have a fitted effect of over 60% in size
#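 Measured in stably transfected Huh7 cells bearing a Rab9 promoter–luciferase construct: 24 h compound treatment at 37 °C, followed by luminescence detection.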
# p53 reactivator: qHTS assay for re-activators of p53 using a Luc reporter; H1299 p53-A138V BP100-luciferase reporter, luminescence, 24 h; Potency, µM (doses to about 92.2 µM), for the others: at the top dose activity change, positive = activation, most hits filed as activators; 0.063% of 320,000 active; AID 504706, 2011; note: % of control where 0% means no effect; nearly all actives have a fitted effect of over 45% in size
#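 H1299 (p53-null), stable ts p53-A138V + BP100-Luc; 1000 cells/well, Opti-MEM/10% FBS; cpd 4 pt, 1:5; 24 h, 37 deg C, 5% CO2; detection reagent 10 min RT; luminescence.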
# BRCA1 expr act: qHTS Assay to Identify Small Molecule Activators of BRCA1 Expression | MCF7-BRCA1-FFLuc reporter, luminescence, 48 h; response scale: scaled: vehicle 0%, 10 µM genistein 100% | Potency, µM (titrated, usually from 46.1 µM), without a hit: at the highest dose activation, actives largely listed as activators | 1.1% of 380,000 active | AID 624202, 2012; note: nearly all actives have a fitted effect of over 80% in size; some results filed as inactive show a strong effect at the top dose
#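 MCF7 cells carrying a BRCA1-firefly luciferase reporter (2000 cells/well, phenol-red free MEM) were attached for 2 h at 37 °C, then given compounds for 48 h. Luminescence was read 15 min after luciferase reagent; activity normalized to genistein (10 microM) and DMSO.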
# The depositor's hits bear a star; ? = inconclusive; · = no result given; & = joins results of further samples; [ ] = dose if it differs, or a comment. Unless noted, calls come from the whole dose curve; as a rule, active = well fitted curve in the direction sought with a large enough effect; inconclusive = small, poorly fitted or top-dose-only effect, or another doubt; inactive = no such curve, though single readings can be large; an effect the other way counts as inactive or inconclusive. Potency is the fitted concentration of half-maximal effect. Random draw from the library, and some 13% of all compounds hit somewhere here.
1: CCN(CC)CCNc1nc(-n2nc(C)cc2C)nc2sc3c(c12)CC(C)(C)OC3
2: Cc1ccccc1NC(=O)NC(N)=O
3: Cc1ccc(NC(=O)CSc2nnc(C(F)(F)F)n2C)cc1[N+](=O)[O-]
4: O=C(CCSc1nnc2ccc3ccccc3n12)Nc1ccc(F)cc1
5: COC(=O)c1c[nH]n2c(=O)cc(CCl)nc12
6: CCOc1ccc(/C=C/C(=O)Oc2ccccc2)cc1
7: CCOc1ccc(S(=O)(=O)n2cc(-c3ccccc3)c(N)n2)cc1
8: NS(=O)(=O)c1ccc(CCNS(=O)(=O)Cc2ccc(Cl)cc2)cc1
9: COc1ccc(C(C(=O)NC(C)(C)C)N(C(=O)CCC(=O)Nc2cc(C)on2)c2ccc3c(c2)OCCO3)cc1 (stereo unspecified)
10: COc1cc2cc(C(=O)N3CCN(c4ccccc4OC)CC3)[nH]c2cc1OC

Compound,1,2,3,4,5,6,7,8,9,10
FLuc counter,?,-4%,-3%,5%,-1%,1.5µM*,0%,-1%,8%,5%
NPC1 promoter act,-6%,1%,-2%,1%,0%,-4%,0%,-9%,0%,-5%
Gal4-VP16 FLuc,?,-12%,7%,3%,12%,3%,-16%,-20%,5%,13%
ELG1 genotox,0%,0%,4%,2%,2%,5%,1%,-6%,-6%,5%
MBNL1-CUG inh,-5%,-2%,17%,96%[activator],4%,0%,-5%,-4%,-5%,8%
uPA surface inh,-2%,-12%,-1%,-4%,12%,1%,·,2%,-10%,3%
RORg inh,2.2µM*,1%,14%,-20%,0%,2%,32%,14%,16%,24%
Rab9 prom act,0%,-3%,-1%,-2%,-7%,12%,3%,0%,0%,2%
p53 reactivator,5%,2%,2%,5%,5%,?,2%,-5%,-2%,-3%
BRCA1 expr act,-3%,1%,-3%,0%,14%,0%,4%,0%,-3%,-11%

# The list goes on; it opens with the 4 that closed the last part.
7: CCOc1ccc(S(=O)(=O)n2cc(-c3ccccc3)c(N)n2)cc1
8: NS(=O)(=O)c1ccc(CCNS(=O)(=O)Cc2ccc(Cl)cc2)cc1
9: COc1ccc(C(C(=O)NC(C)(C)C)N(C(=O)CCC(=O)Nc2cc(C)on2)c2ccc3c(c2)OCCO3)cc1 (stereo unspecified)
10: COc1cc2cc(C(=O)N3CCN(c4ccccc4OC)CC3)[nH]c2cc1OC
11: CCN(CC(=O)Nc1c(F)cccc1F)C(=O)CSCC(=O)Nc1ccc(OC)cc1
12: CCOc1ncccc1C(=O)N=C1SCCN1C(=O)c1cccnc1OCC
13: N#Cc1c(C(F)(F)F)cc(-c2ccccc2)n(N)c1=O
14: COc1cc(/C=N/Nc2ccc(S(N)(=O)=O)cc2[N+](=O)[O-])cc(OC)c1O
15: COc1ccc(Cl)cc1NC(=O)CSc1nc2ccsc2c(=O)n1CC1CCC(C(=O)O)CC1 (stereo unspecified)
16: CC1S/C(=C(\C#N)C(=O)NCc2ccco2)N(c2ccc(F)cc2)C1=O (stereo unspecified)
17: COC(=O)CC1C(=O)NCCN1C(=O)OC(C)(C)C (stereo unspecified)
18: CCCN1C(=O)c2cc(C(=O)NC3CCCCCC3)ccc2C1O (stereo unspecified)
19: CCOC(=O)CCC(NC(=O)CCCCC(=O)NC(CCC(=O)OCC)C(=O)OCC)C(=O)OCC (stereo unspecified)
20: Cc1cc(C)cc(C(=O)Nc2cccc(NC(=O)c3ccco3)c2)c1

Compound,7,8,9,10,11,12,13,14,15,16,17,18,19,20
FLuc counter,0%,-1%,8%,5%,7%,-7%,0%,?,1%,4%,-1%,13µM*,14%,?
NPC1 promoter act,0%,-9%,0%,-5%,7%,-3%,1%,2%,-3%,-1%,0%,2µM*,2%,3%
Gal4-VP16 FLuc,-16%,-20%,5%,13%,·,-6%,-10%,-3%,1%,7%,-1%,-21%,-7%,2%
ELG1 genotox,1%,-6%,-6%,5%,-7%,-3%,2%,3%,8%,1%,0%,9.2µM*,1%,-2%
MBNL1-CUG inh,-5%,-4%,-5%,8%,·,-7%,?,?,4%,2%,-8%,3%,-11%,0%
uPA surface inh,·,2%,-10%,3%,-14%,-16%,-1%,8%,5%,-11%,-12%,-21%,1%,?
RORg inh,32%,14%,16%,24%,·,15%,-1%,-2%,16%,11%,13%,-2%,-17%,-1%
Rab9 prom act,3%,0%,0%,2%,1%,-1%,2%,-4%,1%,3%,2%,2.2µM*,0%,-3%
p53 reactivator,2%,-5%,-2%,-3%,1%,-1%,-2%,-1%,-5%,3%,-1%,?,10%,-6%
BRCA1 expr act,4%,0%,-3%,-11%,-8%,15%,-23%,-12%,-3%,-44%,5%,24%,1%,-13%

21: O=C(O)CC(SCc1ccc(C(=O)O)o1)C(=O)O (stereo unspecified)
22: CC1CCC(NC(=O)COC(=O)C2CC3CCCC(C2)C3=O)CC1 (stereo unspecified)
23: O=[N+]([O-])c1ccc(S(=O)(=O)N2CCN(Cc3c[nH]c4ccccc34)CC2)cc1
24: COc1cccc(C(C(=O)NC2CCCC2)N(C(=O)c2ccco2)c2ccc(-n3cnnn3)c(C)c2)c1OC (stereo unspecified)
25: CCOc1ccc(-n2nc3ccc(NC(=O)CC)cc3n2)cc1
26: CCOc1cccc2cc(C(=O)Nc3nccs3)c(=O)oc12
27: O=S(=O)(Nc1ncccn1)c1ccc(NC(=S)Nc2ccc(Cl)cc2)cc1
28: O=C(NC1CCCC1)C1CCN(S(=O)(=O)N2CCCCC2)CC1
29: O=C1CCC(C(=O)N2CCCCO2)CN1CCc1ccc(Cl)cc1 (stereo unspecified)
30: Cc1ccc2nsnc2c1S(=O)(=O)N1CCCC1C(=O)O (stereo unspecified)

Compound,21,22,23,24,25,26,27,28,29,30
FLuc counter,0%,8%,-1%,2%,2.7µM*,2.4µM*,-9%,6%,-5%,3%
NPC1 promoter act,-2%,-3%,-3%,-1%,?,2%,1%,3%,-2%,0%
Gal4-VP16 FLuc,-4%,·,-5%,-4%,10%,4%,-4%,-5%,1%,2%
ELG1 genotox,2%,2%,-1%,1%,17%,0%,-3%,2%,?,0%
MBNL1-CUG inh,-7%,·,?,-5%,24%,25%,·,3%,-3%,?
uPA surface inh,-1%,4%,·,-3%,-2%,-1%,?,-23%,4%,4%
RORg inh,-15%,·,7%,0%,10%,40%,?,-12%,39%,-12%
Rab9 prom act,7%,1%,6%,-6%,?,-1%,1%,2%,·,12%
p53 reactivator,?,15%,2%,-1%,16%,13%,2%,-8%,-10%,4%
BRCA1 expr act,-11%,2%,-31%,-6%,30%,-1%,13%,5%,-5%,-4%

31: COC(=O)C1(C)Cc2cc(OC(C)=O)c(OC(C)=O)cc2N1 (stereo unspecified)
32: C=C(C)Cn1c(=O)c(NC(=O)c2ccccc2)c2n(c1=S)CCC2
33: O=C(NCCCn1ncc2ccccc21)c1cc(COc2c(F)cccc2F)on1
34: CCCCn1c(N)c(N(CC(C)C)C(=O)CCNC(=O)c2ccc(Br)cc2)c(=O)[nH]c1=O
35: CCN(CC)c1ccc(/C=N/n2c(-c3ccccc3Br)n[nH]c2=S)cc1
36: COc1ccc(Cn2c(CCC(=O)Nc3ccc(C)c(C)c3)nc3cccnc32)cc1
37: C[C@H](CO)N1C[C@H](C)[C@@H](CN(C)S(=O)(=O)c2ccc(F)cc2)Oc2ccc(NC(=O)C3CCCCC3)cc2C1=O
38: Cc1cc(S(=O)(=O)N2CCOCC2)ccc1OCC(=O)Nc1ccccc1C(F)(F)F

Compound,31,32,33,34,35,36,37,38
FLuc counter,-2%,1%,-3%,1%,-13%,0%&-2%,·,2%
NPC1 promoter act,-7%,1%,-2%,-1%,-2%,-2%,·,-8%
Gal4-VP16 FLuc,1%,-7%,-1%,·,-4%,-10%,·,4%
ELG1 genotox,12%,0%,-8%,3%,-7%,-4%,-3%,?
MBNL1-CUG inh,-9%,2%,2%,·,-3%,-4%,·,7%
uPA surface inh,·,0%,2%,-2%,2%,2%,0%,-15%
RORg inh,-45%,-13%,9%,·,1µM*,-5%,·,-15%
Rab9 prom act,-7%,-3%,-1%,0%,9%,-4%,·,-3%
p53 reactivator,15%,-3%,-6%,0%,2%,-13%,-4%,2%
BRCA1 expr act,·,-29%,-1%,-9%,-53%,6%,-8%,-9%
